IMP-1 inhibitor = inhibitors of Pseudomonas aeruginosa IMP-1 metallo-beta-lactamase. inhibition, % at 5.6 µM. actives 0.45% (n = 290,000). purified IMP-1, nitrocefin hydrolysis, epi-absorbance fluorescence. AID 1556;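 active = inhibition above the mean plus 3 SD of all compounds in the same screening run, cut at about 4.5% in these data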;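 note: 0% = IMP-1 with DMSO and 100% = DMSO wells lacking enzyme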
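assay system = purified recombinant IMP-1 metallo-beta-lactamase enzyme | schedule = 15 min preincubation plus 25 min reaction at 25 °C | signal = Epi-absorbance fluorescence, 480 nm excitation, 530 nm emission | read-out basis = percent inhibition from optical density relative to buffer-blank wells | controls = IMP-1 with DMSO as 0%, enzyme-free DMSO as 100%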
VIM-2 inh = blocks Pseudomonas aeruginosa VIM-2 metallo-beta-lactamase | purified VIM-2, nitrocefin hydrolysis, epi-absorbance fluorescence | inhibition, % at 5.6 µM | actives 0.89% (n = 290,000) | AID 1527;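 active = inhibition above the mean of all tested compounds plus 3 SD, cutoff set per screening run, cut at about 7.5% in these data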;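 note: red hydrolysis product quenches plate fluorescence so inhibitors raise well fluorescence; 0% = enzyme with DMSO and 100% = DMSO without enzyme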
pCIP destab = lowers stability of the mouse p/CIP coactivator protein; Q05BA5; F442A p/CIP-EGFP cells, EGFP fluorescence, 16 h; actives 0.01% (n = 290,000); AID 1984; decrease of EGFP signal, % at 10 µM;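 active = EGFP signal decrease of at least 30% at 10 µM or well 3 SD below plate mean, unless failing retest; inactive = the rest, including hits failing retest or dose response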; note: some compounds called inactive have numbers as strong as hits; many of its hits are not listed in these tables
IDE inh = inhibitors of human insulin-degrading enzyme in cells. P14735. HEK cells, FAbetaB cleavage, fluorescence polarization. inhibition, % at 5.59 µM. actives 0.41% (n = 320,000). AID 434962;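 active = percent inhibition above the average of all tested compounds plus 3 SD, set per screening campaign, cut at about 16% in these data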;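 note: IDE supplied by intact live HEK cells; FP after avidin binding of uncleaved biotin substrate so inhibition keeps polarization high; 0% = DMSO wells and 100% = 60 µM reference IDE inhibitor Ii1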
Target sequence (P14735 whole entry, looked up): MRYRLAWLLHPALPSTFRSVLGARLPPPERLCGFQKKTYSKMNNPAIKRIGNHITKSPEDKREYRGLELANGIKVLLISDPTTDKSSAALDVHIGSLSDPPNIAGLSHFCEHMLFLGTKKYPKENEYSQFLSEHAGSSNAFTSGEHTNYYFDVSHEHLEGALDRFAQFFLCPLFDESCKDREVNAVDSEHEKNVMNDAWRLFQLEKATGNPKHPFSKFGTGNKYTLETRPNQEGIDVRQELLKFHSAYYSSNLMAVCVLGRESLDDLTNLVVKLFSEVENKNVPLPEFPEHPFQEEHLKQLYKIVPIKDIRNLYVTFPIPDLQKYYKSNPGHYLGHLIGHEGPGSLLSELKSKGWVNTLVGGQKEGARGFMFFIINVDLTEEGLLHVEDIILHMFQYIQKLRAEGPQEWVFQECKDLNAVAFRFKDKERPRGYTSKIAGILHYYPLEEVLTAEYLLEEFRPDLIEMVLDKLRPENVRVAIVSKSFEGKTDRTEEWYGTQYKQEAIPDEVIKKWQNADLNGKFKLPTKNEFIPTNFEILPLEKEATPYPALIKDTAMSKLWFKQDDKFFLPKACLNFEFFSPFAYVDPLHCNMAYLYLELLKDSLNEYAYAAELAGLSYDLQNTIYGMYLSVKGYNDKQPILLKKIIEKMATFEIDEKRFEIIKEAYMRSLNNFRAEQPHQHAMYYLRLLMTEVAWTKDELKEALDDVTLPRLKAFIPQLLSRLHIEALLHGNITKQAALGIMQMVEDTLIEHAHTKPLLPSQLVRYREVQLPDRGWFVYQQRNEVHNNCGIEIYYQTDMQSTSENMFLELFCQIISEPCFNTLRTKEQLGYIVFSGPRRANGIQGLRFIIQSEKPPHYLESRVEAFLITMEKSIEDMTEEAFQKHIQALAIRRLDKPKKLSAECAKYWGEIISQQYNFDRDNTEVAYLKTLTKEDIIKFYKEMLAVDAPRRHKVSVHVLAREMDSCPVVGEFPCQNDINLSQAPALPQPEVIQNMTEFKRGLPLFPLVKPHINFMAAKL
FID counter = counter-screen for HCV NS3 helicase inhibitors: DNA intercalator displacement; DNA fluorescent intercalator displacement, fluorescence; inhibition, % at 7.9 µM; actives 0.17% (n = 290,000); in the data active = inhibition above about 37%;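 note: 0% = vehicle and 100% = reference compound; higher means more ethidium bromide displaced from hairpin DNA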
HCV NS3 hel inh = inhibitors of Hepatitis C virus NS3 helicase | NS3 helicase DNA unwinding, Cy5 molecular beacon fluorescence | inhibition, % at 10.9 µM | actives 0.56% (n = 290,000);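 active = inhibition above the mean of all tested compounds plus 3 SD, set per campaign, cut at about 35% in these data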;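 note: 0% = DMSO wells and 100% = thioflavine S control wells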
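Material: hepatitis C virus NS3 helicase domain fragment enzyme; measured by: Cy5 fluorescence, 0 and 60 min reads; control set: DMSO and thioflavine S; incubation: 60 min unwinding reaction at 25 °C after ATP addition; read-out basis: % inhibition from 60/0 min fluorescence ratio, DMSO 0%, thioflavine S 100%; repeats: singlicate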
IDE act = boosts human insulin-degrading enzyme activity in HEK cells; AID 493087; activation, % at 5.96 µM; P14735; actives 0.073% (n = 340,000); FAbeta-B cleavage, fluorescence polarization; 0% vehicle, 100% cell-free pure enzyme wells;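 active = activation above the mean of all tested compounds plus 3 SD, set per screening campaign, cut at about 17% in these data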
SUMO HTRF inh = inhibitors of human SUMOylation (UBC9); HTRF SUMOylation assay, SAE1/SAE2 + UBC9, in vitro; inhibition, % at 35 µM; actives 0.36% (n = 290,000); in the data active = inhibition above about 50%, passing the limit was not always enough; note: strong numbers were not always called active
PfM18AAP inh = PfM18AAP enzyme inhibition; recombinant PfM18AAP, H-Glu-NHMec fluorogenic cleavage; inhibition, % at 7.35 µM; actives 1.2% (n = 290,000);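 active = inhibition above the campaign mean inhibition over all tested compounds plus 3 SD, cut at about 28% in these data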;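 note: 0% = plate median of test compound wells and 100% = 2 mM ZnCl2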
An asterisk follows results filed as active; nt = no result given. This is a random part of the collection, and some 3.6% of all compounds hit somewhere here.

A first look, two compounds:
Order of results – VIM-2 inh, IMP-1 inhibitor, FID counter, IDE act, pCIP destab, PfM18AAP inh, IDE inh, SUMO HTRF inh, HCV NS3 hel inh
[1] CC(=O)Nc1ccc(S(=O)(=O)N[C@@H](C)C(=O)OCc2cc([N+](=O)[O-])cc3c2OCOC3)cc1
    -2.8, -3.2, -3, 0, 6, -2, 5, -6, -4
[2] Cc1ccccc1CN1CCc2cc([N+](=O)[O-])ccc21
    -0.4, -0.4, -2, 3, -15, 6, -7, 2, -2

The whole of this part, from the start:
Order of results – VIM-2 inh, IMP-1 inhibitor, FID counter, IDE act, pCIP destab, PfM18AAP inh, IDE inh, SUMO HTRF inh, HCV NS3 hel inh
[1] CC(=O)Nc1ccc(S(=O)(=O)N[C@@H](C)C(=O)OCc2cc([N+](=O)[O-])cc3c2OCOC3)cc1
    -2.8, -3.2, -3, 0, 6, -2, 5, -6, -4
[2] Cc1ccccc1CN1CCc2cc([N+](=O)[O-])ccc21
    -0.4, -0.4, -2, 3, -15, 6, -7, 2, -2
[3] Cc1ccccc1C(=O)N1CCC(C(N)=O)CC1
    -4.5, -5.6, -3, -2, -10, -3, 0, 13, -7
[4] O=C(/C=C/c1ccc(Cl)cc1)Nn1c(-c2cccs2)nc2ccccc2c1=O
    -1.8, -1.9, -8, -4, 4, -2, 0, 6, -1
[5] CCC(C)NC(=O)Cn1cnc([N+](=O)[O-])c1 (configuration not stated)
    1.6, -0.4, -2, 2, -18, 0, -2, 3, -9
[6] CCC(=O)N(C)CCc1cc2c(c(OC)c1/C=N/Nc1ccc(C(=O)O)cc1)OCO2
    -2.4, -2.8, -23, 1, -8, 25, 9, 7, 10
[7] O=c1[nH]c(-c2ccccn2)cc2ccccc12
    -2.5, -2.5, -7, 1, 0, 5, 3, -8, -1
[8] CCOc1ccc(NC(=O)C2=C(C)NC(=S)NC2c2ccc(O)c(OC)c2)cc1 (configuration not stated)
    -0.2, -0.2, 1, 1, -10, -4, 2, 24, 25
[9] O=C(NCc1ccccc1)c1cc2ccc(O)cc2oc1=O
    -0.4, -0.8, 0, 2, -8, -2, 3, 21, 3
[10] COc1ccc(CC(=O)O/N=C(\N)c2ccccn2)cc1OC
    2.7, 0.2, -11, 4, 1, 15, nt, 1, 18
[11] COC(=O)c1ccccc1NC(=O)NCc1c(C)nn(C)c1C
    -0.3, -2.3, 0, 0, 7, -3, 1, 15, 13
[12] CC(=O)c1ccc(NC(=S)N(CCCN(C)C)Cc2ccccc2)cc1
    -3.7, -0.6, 19, 3, -3, 8, 2, 0, -4
[13] CCOC(=O)c1cc(NC(=O)Nc2ccc(Br)cc2)c(C)nc1C
    -0.8, 0.0, -4, 0, -8, -6, 5, -2, 8
[14] Cc1coc(=N)n1CC(=O)c1ccc(Cl)cc1
    -0.9, -3.1, -8, nt, 0, -4, nt, -4, 1
[15] CCN(CC)CCn1c(N)nc2ccccc21
    -1.2, 0.2, 7, -4, -16, -14, 0, 18, 0
[16] COc1ccccc1Cn1nnc2c(=O)[nH]c(C3CCN(C(=O)c4ccccc4Cl)CC3)nc21
    -3.3, -1.5, -39, -2, 2, -5, -5, 11, -23
[17] COc1ccc(CN2CCNC(=O)C2CC(=O)N(C)Cc2nccn2C)cc1OC (configuration not stated)
    -2.2, -3.4, -2, 2, -5, 17, 5, 6, 12
[18] COc1ccc(-c2cc(=Nc3ccc(C(=O)O)cc3)c3cc(C)ccc3o2)cc1
    -2.5, -0.8, -6, -6, 2, -5, 6, -5, 2
[19] COc1cccc(C2=Nn3c(nnc3-c3ccccc3O)SC2)c1
    2.1, -2.5, -7, 2, 1, -1, 3, 20, -3
[20] COC(=O)Cn1c(=NC(=O)c2ccc(Cl)s2)sc2cc(C)ccc21
    -3.6, -3.1, 0, 1, -8, 2, 0, -3, 14
[21] NC(=NC1CCCCC1)c1ccc(Cl)cc1
    -1.7, -1.4, 0, -1, 0, -1, 7, 17, -1
[22] Fc1cccc(NCCc2c[nH]c3ccccc23)n1
    0.8, -2.1, -1, -2, 3, 2, 1, -7, -10
[23] Cc1ccc(NC(=O)C2(c3ccccc3)CC2(Cl)Cl)cc1C (configuration not stated)
    -0.6, 2.4, -5, 2, -17, 3, -1, -15, -6
[24] Cc1nc(SCC(=O)N2CCOCC2)c2ccsc2n1
    -1.9, -4.3, -4, 5, 0, -1, 2, 10, 8
[25] O=c1c2cnn(-c3ccccc3)c2nc(-c2cccs2)n1-c1ccc(Cl)cc1
    0.9, -0.5, -4, 5, -7, -6, -5, 26, 2
[26] CC(C)(C)c1cc(CN(CCO)CCO)c(O)c(C(C)(C)C)c1
    0.6, -1.8, -4, 7, 6, 11, -8, -12, 5
[27] COc1ccccc1N1C(=O)CC(N(O)c2ccccc2)C1=O (configuration not stated)
    3.1, -1.2, -4, -4, -3, 12, 9, 8, -1
[28] COc1ccc(-c2nc3ccccc3c(=O)n2N)cc1
    -4.4, -5.0, -5, 7, -3, 0, 3, 24, 2
[29] O=C(CSc1nc2ccccc2o1)N/N=C/c1ccc(C(=O)O)cc1
    -4.4, -2.6, -5, 6, -9, 12, 7, 2, -1
[30] COc1ccccc1NC(=O)c1cc(=O)[nH]c2ccccc12
    2.0, 1.5, -6, 2, -2, -9, 4, 13, 3

Values by screen from above:
PfM18AAP inh for entries 16–24: -5, 17, -5, -1, 2, -1, 2, 3, -1

The list goes on.
Order of results – VIM-2 inh, IMP-1 inhibitor, FID counter, IDE act, pCIP destab, PfM18AAP inh, IDE inh, SUMO HTRF inh, HCV NS3 hel inh
[31] COc1cccc(OC)c1OCCCN1CCOCC1
    -5.4, 0.9, 6, 0, 1, 19, -2, 9, 0
[32] CCN(Cc1cnn(C)c1)Cc1nc(Cc2ccccc2Cl)no1
    -1.7, -3.0, -11, 2, -8, 2, 2, 19, 1
[33] CC(=O)Nc1cc(S(=O)(=O)Nc2ccccc2C)c(C)cc1C
    -1.5, -1.6, 2, 0, -8, 8, -2, -2, 6
[34] CC(=O)Nc1ccc(SCC(=O)O)cc1
    -1.8, -2.6, -2, 5, -3, -1, 8, 20, 5
[35] COCCCn1c(SCC(=O)Nc2nnc(C)s2)nnc1-c1ccoc1C
    -1.8, -0.9, -9, -3, -5, 5, 4, 19, -3
[36] CC1CCc2c(C(=O)Nc3ccccn3)csc2C1 (configuration not stated)
    -2.1, -3.1, -11, -7, -6, 3, 0, 16, 0
[37] O=S(=O)(c1ccc2ccccc2c1)n1cnc2ccccc21
    -4.1, -3.5, -4, 2, 0, -2, 0, 8, -1
[38] Cc1ccc(C(=O)O)cc1NC(=O)CCc1ccccc1
    -2.7, -1.9, -2, 2, -5, 1, 3, 0, 0
[39] CC/C(C)=C1\SC(N2CCN(C(C)=O)CC2)=NC1=O
    0.2, -0.5, -1, 3, -16, 1, 2, 17, -5
[40] COc1ccccc1CNC(=O)C(C)NS(=O)(=O)c1ccc(C)cc1 (configuration not stated)
    -5.6, -4.4, -30, 9, -6, 2, -2, 4, 27
[41] COc1ccc(-c2c3c(nc4sc(C(=O)Nc5cc(C)on5)c(N)c24)CCC3)cc1
    0.3, -3.4, -5, -3, 4, -3, -3, -1, 6
[42] CCC(C)c1ccccc1NC(=O)c1[nH]c(C)c(C(C)=O)c1C (configuration not stated)
    1.4, -0.5, -28, 2, -17, -9, 1, 15, -15
[43] CN1CCN(C(=O)c2cc3nc(-c4ccc(F)cc4)cc(C(F)(F)F)n3n2)CC1
    1.9, -1.5, -2, 2, -9, -6, 4, -20, 1
[44] COc1ccc(C(=O)Oc2cc(/C=N/NS(=O)(=O)c3ccc(C)cc3)ccc2OC)cc1
    -0.5, -1.2, -7, 7, -5, -4, -6, -6, 0
[45] CCOC(=O)c1cc(-c2ccccc2)n(CC(=O)Nc2ccc(OC)cc2)c1C
    -1.1, -0.9, -5, 7, 1, -1, 3, 30, -5
[46] O=c1c2ccccc2ncn1CCCSc1ccccc1
    -2.0, -3.4, -13, 3, -23, -8, 3, 34, -4
[47] CCCC(=O)Nc1nnc(-c2ccc(Cl)s2)o1
    -1.1, -4.2, 0, 1, -8, 0, 3, 12, -3
[48] Cc1ccc(Cl)cc1NC(=O)COC(=O)c1ccccc1O
    -2.8, -3.1, -1, 6, -10, -5, 5, 21, -5
[49] C=CCOc1ccc2nnc(C)n2n1
    -1.6, -0.6, 1, 3, -14, -5, 4, -12, -11
[50] CC(C(=O)NC1CCCCC1)N1C(=O)c2cccc3cccc1c23 (configuration not stated)
    0.0, -1.5, -42, 5, -16, -8, nt, 34, -3

Ordered by count of non-hydrogen atoms (highest first): 3 of the compounds above
Order of results – VIM-2 inh, IMP-1 inhibitor, FID counter, IDE act, pCIP destab, PfM18AAP inh, IDE inh, SUMO HTRF inh, HCV NS3 hel inh
[44] COc1ccc(C(=O)Oc2cc(/C=N/NS(=O)(=O)c3ccc(C)cc3)ccc2OC)cc1
    -0.5, -1.2, -7, 7, -5, -4, -6, -6, 0
[45] CCOC(=O)c1cc(-c2ccccc2)n(CC(=O)Nc2ccc(OC)cc2)c1C
    -1.1, -0.9, -5, 7, 1, -1, 3, 30, -5
[47] CCCC(=O)Nc1nnc(-c2ccc(Cl)s2)o1
    -1.1, -4.2, 0, 1, -8, 0, 3, 12, -3

(cont.)
Order of results – VIM-2 inh, IMP-1 inhibitor, FID counter, IDE act, pCIP destab, PfM18AAP inh, IDE inh, SUMO HTRF inh, HCV NS3 hel inh
[51] O=C(C1COc2ccccc2O1)N1CCN(c2nc3ccccc3s2)CC1 (configuration not stated)
    -1.6, -2.8, -47, -4, 1, -1, 5, -5, -6
[52] S=C(Nc1ccccc1Cl)N1CCN(Cc2ccccc2)CC1
    -1.5, -2.1, -5, 2, 6, -3, -1, -3, -6
[53] CC1(C)CC(=O)c2cc(OCC(=O)N3CCN(c4ccccc4F)CC3)ccc2O1
    -0.4, -2.3, -33, -3, 6, -2, 2, 13, -4
[54] Cc1ccc(NC(=S)NC2CCCC2)cc1
    -4.4, -3.1, -5, 0, 4, 7, 2, -14, 4
[55] O=C(CN1CCN(S(=O)(=O)c2ccccc2)CC1)NCCc1ccccc1
    0.5, -3.2, -33, 2, -12, 0, 4, -5, -8
[56] CCCCc1nc2sc3c(=O)[nH]cnc3c2c2c1CCCC2
    0.0, -2.2, -6, -5, -14, -11, -1, 11, 3
[57] COc1cc(C2NC(=O)NC(C)=C2C(=O)OCC2CCCCC2)cc(Cl)c1O (configuration not stated)
    -2.5, -2.7, -27, -5, -2, 2, 10, 8, -7
[58] O=C(Cn1ccc([N+](=O)[O-])n1)c1ccccc1
    -1.6, -1.4, 5, -2, -2, -5, 5, 9, 0
[59] Cc1ccc(NC(=O)N[C@@H](CC(C)C)C(=O)O)c(C)c1
    -2.0, -3.1, -2, 1, -18, -3, -1, -6, 4
